HT1080 IDH1KD tx = toxicity to HT-1080 IDH1 knockdown cells (counter line) | AID 686971 | HT-1080 IDH1 knockdown viability, ATP luminescence, 48 h | hit rate 2% among 360,000 | Potency, µM (top dose mostly 46.1 µM), for inactives: at the highest dose activity, negative = toxicity, usual class: cytotoxic;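 note: potency is the fitted concentration of half-maximal effect; 0% = DMSO wells and -100% = cell-free medium wells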
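Knockdown cells (IDH1KD HT-1080) received compounds 2 h after plating at 750 cells/well and were kept 48 h at 37 °C in 5% FBS RPMI. A CellTiter-Glo luminescence read gave % activity for curve fitting.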
MCF10A rereplic = inducers of DNA re-replication in MCF 10A breast cells. MCF 10A DNA re-replication, Hoechst nuclear intensity, 48 h. Potency, µM (series often up to 46.1 µM), inactives show top-dose activity, positive = re-replication, actives largely listed as activators. hit rate 2.9% among 350,000; note: potency is the fitted concentration of half-maximal effect; % of control where 0% means no effect; nearly all actives have a fitted effect of over 50% in size
KB-V1 MDR tox = KB-V1 MDR subline cytotoxicity. KB-V1 MDR cells viability, CellTiter-Glo, 72 h. Potency, µM (highest dose often 46.1 µM), for inactives: top-dose activity change, negative = cytotoxicity, hits mostly cytotoxic. hit rate 3.4% among 400,000. AID 1347076; note: potency is the fitted concentration of half-maximal effect; % is set by controls: 0 for no effect and ±100 for the full control effect; nearly all actives have a fitted effect of over 60% in size
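Cytotoxicity via CellTiter-Glo luminescence after 72 h compound exposure at 37 degrees C. Cells: drug-selected KB-V1 line, DMEM phenol-red free plus 10% FBS. Compounds tested at multiple concentrations; normalized data fitted to concentration-effect curves.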
D3 ag = D3 dopamine receptor (human) agonism; P35462; D3R DiscoveRx beta-arrestin cells, luminescence, 90 min; max activation, %; hit rate 0.58% among 410,000; in the data active = max activation above about 30%; note: 0% is about no effect; mostly tested at two doses, the higher about 12 µM
Target sequence (P35462 whole entry, looked up): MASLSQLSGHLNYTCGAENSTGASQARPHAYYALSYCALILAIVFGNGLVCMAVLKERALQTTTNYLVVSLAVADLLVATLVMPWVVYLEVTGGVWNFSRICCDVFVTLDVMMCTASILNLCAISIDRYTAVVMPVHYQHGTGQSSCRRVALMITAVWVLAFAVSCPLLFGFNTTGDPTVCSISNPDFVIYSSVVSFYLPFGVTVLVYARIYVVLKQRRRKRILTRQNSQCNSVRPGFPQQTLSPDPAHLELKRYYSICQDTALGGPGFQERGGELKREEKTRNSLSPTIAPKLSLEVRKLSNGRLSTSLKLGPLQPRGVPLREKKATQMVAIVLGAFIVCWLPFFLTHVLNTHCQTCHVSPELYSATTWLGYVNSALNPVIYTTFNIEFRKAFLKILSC
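Cells at 1500/well, incubated overnight, then treated with pinned compounds (dopamine as control) for 90 min at 37 degrees C. DiscoveRx reagent added for 30 - 60 minutes at room temperature; luminescence read.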
IL-1B inflam inh = inhibitors of inflammasome signaling (IL-1 beta secretion) | hit rate 4.7% among 360,000 | AID 743279 | THP-1 LPS/ATP IL-1B secretion, AlphaLISA, 16 h; stronger effect = lower value | activity change, % at 57.5 µM; in the data active = activity change below about -50%; inconclusive = mostly about -30% to -49%; note: % is set by controls: 0 for no effect and ±100 for the full control effect
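Secreted IL-1B measured by AlphaLISA bead assay after 16 h compound exposure of THP-1 cells; compounds (final up to 57.5 uM) added 1 h before LPS (250 ng/mL) and ATP (1.25 mM) stimulation; lower signal means less secretion.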
HEK293 tox = cytotoxicity counter-screen for GLP-1 receptor inverse agonists. HEK293 cAMP-luciferase reporter cells, luminescence, 24 h. hit rate 0.13% among 410,000. Potency, µM (series often up to 38.3 µM), for inactives: top-dose activity change, negative = inhibition, hits mostly inhibitors. AID 624418;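 note: loss of luciferase light is scored as toxicity; potency is the fitted concentration of half-maximal effect; % is set by controls: 0 for no effect and ±100 for the full control effect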
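A 23 nL compound transfer followed 12 hours of cell culture at 37 deg C; exposure then lasted 24 hr. Luciferase assay detection reagent was dispensed and plates read for luminescence after a 12 min room-temperature wait.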
SW480 rerep = inducers of DNA re-replication in SW480 colon cancer cells; SW480 DNA re-replication, Hoechst DNA content imaging, 48 h; Potency, µM (series often up to 46.1 µM), for inactives: at the highest dose re-replication activation, hits mostly activators; hit rate 1.8% among 340,000; note: potency is the fitted concentration of half-maximal effect; % of control where 0% means no effect; nearly all actives have a fitted effect of over 55% in size
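Quantitative HTS format with DMSO vehicle controls; 48 hr drug incubation at 37 C, then 40 min Hoechst staining and scanning imager measurement at 405 nm excitation.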
KB-3-1 tox = KB-3-1 parental cell cytotoxicity; hit rate 1.4% among 400,000; KB-3-1 viability, CellTiter-Glo ATP luminescence, 72 h; Potency, µM (highest dose often 46.1 µM), for inactives: top-dose activity change, negative = cytotoxic, actives largely listed as cytotoxic; AID 1347075; note: potency is the fitted concentration of half-maximal effect; % is set by controls: 0 for no effect and ±100 for the full control effect; nearly all actives have a fitted effect of over 60% in size
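Cytotoxicity in the drug-sensitive parental line KB-3-1 was scored as loss of CellTiter-Glo luminescence following 72 h incubation with compound. Values come from curve fitting of normalized concentration-response data.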
HT1080NT lethal = kills 2HG-producing HT-1080-NT fibrosarcoma cells; Potency, µM (top dose mostly 46.1 µM), for inactives: at the highest dose activity, negative = less viability, hits mostly cytotoxic; HT-1080-NT fibrosarcoma viability, CellTiter-Glo ATP luminescence, 48 h; AID 686970; hit rate 1.6% among 360,000;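 note: NT is the 2HG producing partner of a matched IDH1 knockdown line; potency is the fitted concentration of half-maximal effect; 0% = DMSO-treated cells and -100% = media-only wells without cells; nearly all actives have a fitted effect of over 55% in size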
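Toxicity toward the 2HG-producing NT line was scored as %Activity, normalised to DMSO and no-cell wells, from CellTiter-Glo luminescence after 48 hours' treatment.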
An asterisk follows results filed as active; [ ] = another dose, or the depositor's remark. Unless noted, calls come from the whole dose curve; as a rule, active = well fitted curve in the direction sought with a large enough effect; inconclusive = small, poorly fitted or top-dose-only effect, or another doubt; inactive = no such curve, though single readings can be large; an effect the other way counts as inactive or inconclusive.

Results for COc1ccc(C(=O)Cn2cc[n+](C)c2)cc1 ?
HT1080 IDH1KD tx: 3%; MCF10A rereplic: 13%; KB-V1 MDR tox: 7%; D3 ag: -4; IL-1B inflam inh: 45; HEK293 tox: -6%; SW480 rerep: -6%; KB-3-1 tox: -3%; HT1080NT lethal: 12%

Results for COc1ccc(CCNS(=O)(=O)c2ccc3c(c2)CC(C)N3C(=O)C2CCC2)cc1OC (stereo unspecified) ?
KB-V1 MDR tox: -23%; D3 ag: 10; HEK293 tox: -10%; KB-3-1 tox: -6%

Results for CC(C)COc1ccc(CN=C(N)N=C(N)N)cc1Cl ?
HT1080 IDH1KD tx: inconclusive; MCF10A rereplic: inconclusive; KB-V1 MDR tox: 0%; D3 ag: 2; IL-1B inflam inh: inconclusive; HEK293 tox: -36%; SW480 rerep: -8%; KB-3-1 tox: 13µM*; HT1080NT lethal: inconclusive

Results for O=S(=O)(Nc1ccc(Br)cn1)c1ccc2ccccc2c1 ?
HT1080 IDH1KD tx: -11%; MCF10A rereplic: 1%; KB-V1 MDR tox: 18%; D3 ag: -17; IL-1B inflam inh: inconclusive; HEK293 tox: 6%; SW480 rerep: -3%; KB-3-1 tox: -11%; HT1080NT lethal: -7%

Results for CCCNC(=S)N1CCN(c2nc(-c3ccc(C)cc3)cs2)CC1 ?
HT1080 IDH1KD tx: -16%; MCF10A rereplic: inconclusive; KB-V1 MDR tox: inconclusive; D3 ag: 9; IL-1B inflam inh: -21; HEK293 tox: 0%; SW480 rerep: 1%; KB-3-1 tox: -23%; HT1080NT lethal: -24%

How did COc1cccc2c1C(=O)C=C(C)C2=O do in these assays?
HT1080 IDH1KD tx: inconclusive; MCF10A rereplic: 23µM*; KB-V1 MDR tox: inconclusive; D3 ag: 1; IL-1B inflam inh: -100*; HEK293 tox: 36%[activator]; SW480 rerep: inconclusive; KB-3-1 tox: inconclusive; HT1080NT lethal: 18µM*

Results for O=C(NNC(=O)C1CC=CCC1)c1ccccc1O (stereo unspecified) ?
HT1080 IDH1KD tx: inconclusive; MCF10A rereplic: 3%; KB-V1 MDR tox: 16%; D3 ag: -13; IL-1B inflam inh: 41; HEK293 tox: 0%; SW480 rerep: inconclusive; KB-3-1 tox: inconclusive; HT1080NT lethal: -28%

What do the screens show for `OCCCNc1nc(-c2ccc(Cl)cc2)nc2ccccc12`?
HT1080 IDH1KD tx: -2%; MCF10A rereplic: 8%; KB-V1 MDR tox: 12%; D3 ag: -3; IL-1B inflam inh: -9; HEK293 tox: 0%; SW480 rerep: inconclusive; KB-3-1 tox: -15%; HT1080NT lethal: -6%

What do the screens show for `C=Cc1ccc(Cn2c(=O)cc(C)c3c(C)nn(-c4ccccc4)c32)cc1`?
KB-V1 MDR tox: -5%; D3 ag: 3; HEK293 tox: 11%; KB-3-1 tox: -1%

Results for CC(C)c1ccc(OCCCCCN2CCOCC2)cc1 ?
HT1080 IDH1KD tx: 5%; MCF10A rereplic: inconclusive; KB-V1 MDR tox: 8%; D3 ag: -12; IL-1B inflam inh: -4; HEK293 tox: 2%; SW480 rerep: 1%; KB-3-1 tox: 0%; HT1080NT lethal: -9%

Results for COc1cccc2cc(C(=O)CS(=O)(=O)c3ccc(C(C)(C)C)cc3)c(=O)oc12 ?
HT1080 IDH1KD tx: 3%; MCF10A rereplic: -8%; KB-V1 MDR tox: 11%; D3 ag: -3; IL-1B inflam inh: 19; HEK293 tox: 1%; SW480 rerep: 3%; KB-3-1 tox: -1%; HT1080NT lethal: -3%

Results for N#Cc1ccc(N2C(=O)[C@@H]3C(C(=O)C(c4ccccc4)c4ccccc4)=NN[C@@H]3C2=O)cc1 ?
HT1080 IDH1KD tx: -2%; MCF10A rereplic: -1%; KB-V1 MDR tox: -7%; D3 ag: -3; IL-1B inflam inh: 12; HEK293 tox: 23%; SW480 rerep: -1%; KB-3-1 tox: -6%; HT1080NT lethal: 2%

Results for O=C(N[C@@H](Cc1ccccc1)C(=O)CCl)OCc1ccccc1 ?
HT1080 IDH1KD tx: 21µM*; MCF10A rereplic: inconclusive; KB-V1 MDR tox: 23µM*; D3 ag: -66; IL-1B inflam inh: -111*; HEK293 tox: -53%; SW480 rerep: inconclusive; KB-3-1 tox: inconclusive; HT1080NT lethal: 6.5µM*

How did Clc1ccc(-n2nnnc2Sc2ncnc3sccc23)cc1 do in these assays?
HT1080 IDH1KD tx: inconclusive; MCF10A rereplic: 10µM*; KB-V1 MDR tox: inconclusive; D3 ag: -21; IL-1B inflam inh: -120*; HEK293 tox: inconclusive; SW480 rerep: 6.5µM*; KB-3-1 tox: inconclusive; HT1080NT lethal: 21µM*

What do the screens show for `O=C(O)c1ccc(CN2CCOCC2)o1`?
HT1080 IDH1KD tx: 7%; MCF10A rereplic: inconclusive; KB-V1 MDR tox: -4%; D3 ag: 3; IL-1B inflam inh: -13; HEK293 tox: -12%; SW480 rerep: -11%; KB-3-1 tox: 3%; HT1080NT lethal: 3%

What do the screens show for `COc1ccc(C(=O)c2[nH]c(N)c(C(=O)NCCc3c[nH]c4ccccc34)c2-c2ccccc2Br)cc1`?
HT1080 IDH1KD tx: inconclusive; KB-V1 MDR tox: inconclusive; D3 ag: 7; IL-1B inflam inh: 0; HEK293 tox: 3%; KB-3-1 tox: inconclusive; HT1080NT lethal: inconclusive

What do the screens show for `O=C(OCCc1cc2ccccc2c(=O)o1)c1ccc2c(c1)OCO2`?
HT1080 IDH1KD tx: -8%; MCF10A rereplic: 0%; KB-V1 MDR tox: 27%; D3 ag: 0; IL-1B inflam inh: 19; HEK293 tox: inconclusive; SW480 rerep: -7%; KB-3-1 tox: 14%; HT1080NT lethal: -5%

How did CCCOc1ccc(F)cc1-c1cc(C(=O)Nc2ccc(OC)c(OC)c2)[nH]n1 do in these assays?
HT1080 IDH1KD tx: inconclusive; KB-V1 MDR tox: 21µM*; D3 ag: 0; IL-1B inflam inh: -68*; HEK293 tox: -15%; KB-3-1 tox: inconclusive; HT1080NT lethal: inconclusive

What do the screens show for `CCC(=O)Oc1ccc2c(c1)OC1(OC(C)=O)OC(C)CC1=C2C` (stereo unspecified)?
HT1080 IDH1KD tx: 0%; MCF10A rereplic: -3%; KB-V1 MDR tox: 4%; D3 ag: 5; IL-1B inflam inh: 17; SW480 rerep: inconclusive; KB-3-1 tox: -4%; HT1080NT lethal: 10%

Results for Clc1ccc(OCCCNCc2ccccc2)c(Br)c1 ?
HT1080 IDH1KD tx: inconclusive; MCF10A rereplic: inconclusive; KB-V1 MDR tox: 21µM*; D3 ag: -21; HEK293 tox: 1%; SW480 rerep: inconclusive; KB-3-1 tox: 0%; HT1080NT lethal: inconclusive

Brought forward from above: two entries, followed by the next part.
What do the screens show for `CCC(=O)Oc1ccc2c(c1)OC1(OC(C)=O)OC(C)CC1=C2C` (stereo unspecified)?
HT1080 IDH1KD tx: 0%; MCF10A rereplic: -3%; KB-V1 MDR tox: 4%; D3 ag: 5; IL-1B inflam inh: 17; SW480 rerep: inconclusive; KB-3-1 tox: -4%; HT1080NT lethal: 10%

Results for Clc1ccc(OCCCNCc2ccccc2)c(Br)c1 ?
HT1080 IDH1KD tx: inconclusive; MCF10A rereplic: inconclusive; KB-V1 MDR tox: 21µM*; D3 ag: -21; HEK293 tox: 1%; SW480 rerep: inconclusive; KB-3-1 tox: 0%; HT1080NT lethal: inconclusive

What do the screens show for `CNC(=O)c1sc2ncccc2c1-n1cccc1`?
KB-V1 MDR tox: -11%; D3 ag: -2; HEK293 tox: -10%; KB-3-1 tox: 1%

Results for CC(C)OC(=O)N(C)C[C@@H]1OCc2cnnn2CCCC(=O)N([C@H](C)CO)C[C@@H]1C ?
HT1080 IDH1KD tx: 6%; KB-V1 MDR tox: 19%; D3 ag: -7; IL-1B inflam inh: 3; HEK293 tox: 2%; KB-3-1 tox: 12%; HT1080NT lethal: 2%

What do the screens show for `COc1cccc(N2C(=O)C3ON(c4ccccc4)C(c4cccs4)C3C2=O)c1` (stereo unspecified)?
HT1080 IDH1KD tx: 8%; MCF10A rereplic: -1%; KB-V1 MDR tox: 8%; D3 ag: 2; IL-1B inflam inh: 41; HEK293 tox: 1%; SW480 rerep: 0%; KB-3-1 tox: 16%; HT1080NT lethal: 13%

Results for Cc1ccc(NC(=O)N2CCC(CN3CCC(C)CC3)CC2)cc1F ?
KB-V1 MDR tox: 7%; D3 ag: -18; HEK293 tox: 2%; KB-3-1 tox: 4%

How did Cc1cccc(NC(=O)c2cccc(C(=O)Nc3cccc(C)c3C)n2)c1C do in these assays?
HT1080 IDH1KD tx: 8%; MCF10A rereplic: 3%; KB-V1 MDR tox: -10%; D3 ag: 8; IL-1B inflam inh: 20; HEK293 tox: -2%; SW480 rerep: -4%; KB-3-1 tox: 8%; HT1080NT lethal: 4%

What do the screens show for `COCCNC(=O)C(c1ccc(F)cc1)N(Cc1ccco1)C(=O)CCC(=O)Nc1ccccn1` (stereo unspecified)?
HT1080 IDH1KD tx: -9%; MCF10A rereplic: -16%; KB-V1 MDR tox: -5%; D3 ag: -2; IL-1B inflam inh: 3; HEK293 tox: 0%; SW480 rerep: -5%; KB-3-1 tox: inconclusive; HT1080NT lethal: 0%

Results for CC(C)CC1Nc2ncnc(N3CCN(c4ccccc4)CC3)c2N(Cc2ccc(Br)cc2)C1=O (stereo unspecified) ?
HT1080 IDH1KD tx: -5%; MCF10A rereplic: 7%; KB-V1 MDR tox: -7%; D3 ag: 0; IL-1B inflam inh: -14; HEK293 tox: 5%; SW480 rerep: -3%; KB-3-1 tox: inconclusive; HT1080NT lethal: -8%

Results for COC(=O)Nc1nc(C)c(C(=O)c2ccccc2)s1 ?
HT1080 IDH1KD tx: inconclusive; MCF10A rereplic: 9.2µM*; KB-V1 MDR tox: 7.3µM*; D3 ag: 0; IL-1B inflam inh: 26; HEK293 tox: inconclusive; SW480 rerep: 15µM*; KB-3-1 tox: inconclusive; HT1080NT lethal: inconclusive

Compound activity deposited in PubChem by National Center for Advancing Translational Sciences (NCATS).
